Screening results deposited in PubChem by several laboratories.
CCHFV vOTU inh = blocks the CCHF virus ovarian tumor domain protease. CCHFV vOTU protease, Pep-AMC fluorescence. inhibition, % at 11.5 µM. actives 0.55% (n = 370,000); in the data active = inhibition above about 30%; note: 0% = vehicle wells with enzyme and 100% = no enzyme wells
Y pestis TopoI = inhibitors of Yersinia pestis topoisomerase I; Y. pestis Topo-I cleavage product accumulation, plate reader; activity, % at 10 µM; actives 0.064% (n = 360,000); AID 504884; in the data active = activity above about 50%, passing the limit was not always enough; note: inactives centre near 2
BH1578 lux ind = inducers of Vibrio cholerae quorum light production without autoinducers; V. cholerae BH1578 lux reporter, luminescence, 6 h; activation, % at 18.7 µM; actives 0.16% (n = 350,000); in the data active = activation mostly above about 9.7%, no sharp cut-off; note: not every result past the cut was called active; inactives centre near 0; reference of the scale not given here
PrPC surface inh = reduces human prion protein on the cell surface | P04156 | cell surface PrPC, TR-FRET read-out | inhibition, % at 13.8 µM | actives 0.43% (n = 370,000); in the data active = inhibition above about 24%; note: 0% = median of the test wells and 100% = reference compound wells
TcdB inh = inhibitors of Clostridioides difficile toxin B glycohydrolase; P18177; TcdB glycohydrolase enzymatic assay, plate reader; inhibition, % at 9.99 µM; actives 0.24% (n = 350,000); AID 652162; in the data active = inhibition above about 10%
Rv3671c protease = Rv3671c (M. tuberculosis) protease inhibition | P9WHR9 | inhibition, % at 5.96 µM | actives 0.048% (n = 320,000) | AID 2606; in the data active = inhibition above about 38%;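 note: extracellular domain of Rv3671c used as enzyme; 0% = enzyme with DMSO and 100% = no enzyme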
Target sequence (P9WHR9 whole entry, looked up, the tested form may be a part): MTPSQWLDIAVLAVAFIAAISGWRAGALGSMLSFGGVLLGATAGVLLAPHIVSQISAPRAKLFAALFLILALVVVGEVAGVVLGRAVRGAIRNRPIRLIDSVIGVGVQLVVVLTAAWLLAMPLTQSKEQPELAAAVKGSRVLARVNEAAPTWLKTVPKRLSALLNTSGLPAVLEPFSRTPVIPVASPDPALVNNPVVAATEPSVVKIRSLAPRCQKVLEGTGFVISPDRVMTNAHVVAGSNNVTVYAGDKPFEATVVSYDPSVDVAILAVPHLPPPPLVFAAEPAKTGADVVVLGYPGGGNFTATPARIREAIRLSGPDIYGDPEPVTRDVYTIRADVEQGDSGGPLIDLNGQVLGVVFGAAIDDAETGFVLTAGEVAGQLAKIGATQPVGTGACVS
DUSP3 inh = inhibitors of human VHR1 phosphatase (DUSP3); actives 0.52% (n = 290,000); inhibition, % at 13.3 µM; recombinant VHR phosphatase, pNPP absorbance; AID 1654; in the data active = inhibition above about 50%; note: some compounds called inactive have numbers as strong as hits
Target sequence (P51452 whole entry, looked up): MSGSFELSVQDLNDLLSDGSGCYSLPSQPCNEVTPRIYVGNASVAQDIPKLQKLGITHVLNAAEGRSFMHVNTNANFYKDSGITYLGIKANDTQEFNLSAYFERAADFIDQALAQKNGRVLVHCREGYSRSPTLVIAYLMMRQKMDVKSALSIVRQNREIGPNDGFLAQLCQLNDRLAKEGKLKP
SSB-PriA inh = blocks PriA binding to SSB C-terminal tail; actives 0.6% (n = 430,000); inhibition, % at 33 µM; AlphaScreen SSBct-PriA binding, biotinylated peptide; AID 1272365; in the data active = inhibition mostly above about 37%, no sharp cut-off; inactive = mostly below about 20%;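 note: plate controls were negative control peptide for no effect and reference peptide for full effect; strong numbers were not always called active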
MazEF act = MazEF (E. coli) toxin RNase activation | P0AE70 | AID 504720 | FAM/BHQ RNA-DNA oligo cleavage fluorescence, 5 h | activation, % at 20 µM | actives 0.32% (n = 350,000); in the data active = activation above about 50%
Target sequence (P0AE70 whole entry, looked up): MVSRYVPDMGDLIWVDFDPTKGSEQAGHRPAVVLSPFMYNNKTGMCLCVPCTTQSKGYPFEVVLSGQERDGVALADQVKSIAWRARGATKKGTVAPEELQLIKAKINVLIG
3CLpro inhibitor = SARS-CoV 3CLpro protease inhibition | P0C6X7 | recombinant SARS-CoV 3CLpro, quenched FRET peptide cleavage | inhibition, % at 6 µM | actives 0.14% (n = 290,000) | AID 1706; in the data active = inhibition above about 12%
Numbers without * were called inactive; i = inactive; / = not tested or not shown; & = joins results of further samples. A portion of the library; the hit share may differ from the screen's.

cpd	smiles	MazEF act	DUSP3 inh	Rv3671c protease	PrPC surface inh	3CLpro inhibitor	Y pestis TopoI	BH1578 lux ind	TcdB inh	CCHFV vOTU inh	SSB-PriA inh
1	C[C@]12c3[nH]c4ccccc4c3CCN1C(=O)C(CC(=O)NCC13CC4CC(CC(C4)C1)C3)C[C@@H]2C(=O)N1CCOCC1 (stereo partly specified)	3	/	2	3	/	32	i	1.0	1	0
2	Cc1cc(C)c2nc(-c3ccccn3)cc(C(=O)n3cccn3)c2c1	-4	12	0	5	0	-6	i	3.6	-2	-5
3	CC(C)S(=O)(=O)c1ccc(C(=O)Nc2ccc(F)cc2F)cn1	20	5	-4	9	-2	4	i	0.2	-10	-12
4	CC1(C)Oc2cc(N)c([N+](=O)[O-])cc2O1	4	12	2	-14	9	-2	0.6	/	9	3
5	COc1ccccc1C(=O)N/C(=C/c1ccccc1)C(=O)Nc1ccc(C(=O)O)cc1	-2	-8	0	0	4	-4	-1.2	0.6	-4	-13
6	N#Cc1c(-c2ccc(F)cc2)nc2n(c1=O)CCS2	-1	31	6	1	-4	2	-0.2	/	-5	-4
7	Cc1nn(C(C)C(=O)NCCc2ccco2)c(=O)c2nn(-c3ccccc3)c(C)c12 (stereo unspecified)	8	10	5	3	1	5	-0.4	-1.1	-7	-7
8	COc1ccc(OC)c(/C=N\NC(=O)c2ccc(COc3ccc(C)cc3[N+](=O)[O-])o2)c1	-22	/	3	0	/	-2	i	1.1	-2	/
9	O=c1cc(CSc2nnc(Nc3ccccc3)s2)nc2sccn12	-13	2	-11	-1	1	12	/	-0.9	12	-18
10	Cc1cc([N+](=O)[O-])ccc1-c1ccc(C2Nc3ccccc3C(=O)N2O)o1 (stereo unspecified)	5	19	-7	-4	8	0	-0.3	0.3	6	14
11	COc1cc(NC(=O)c2ccc(C(=O)c3ccccc3)cc2)cc(OC)c1OC	6	-2	3	9	7	11	-0.5	0.8	-1	11
12	COc1ccc(N2CCN(C(=O)c3ccc(CS(=O)(=O)c4ccc(Br)cc4)o3)CC2)cc1	-4	-42	0	-2	-6	8	-0.2	-0.6	8	1
13	O=C1C=C(Nc2ccc(O)cc2)CC(c2ccco2)C1 (stereo unspecified)	-12	-29	9	0	2	-10	-3.8	/	7	7
14	CSc1ccc(S(=O)(=O)Nc2ccc3c4c(cccc24)CC3)cc1	-6	36	-44	3	8	1	-0.1	/	3	-4
15	Cn1c(=O)cc(OCCCC(=O)N2CCN(c3ccccn3)CC2)c2ccccc21	4	2	-5	1	0	17	i	/	6	2
16	CN(C)C(=O)c1cccc(-c2cnc3c(NC=O)cc(-c4ccccc4N(C)C)cn23)c1	/	/	/	-26	/	18	i	0.2	24	/
17	COc1ccc(-n2c(C)cc(C(=O)COc3ccc(C)nc3[N+](=O)[O-])c2C)cc1	-4	-2	-3	5	-2	21	-0.4	/	19	3
18	Cc1ccc(S(=O)(=O)N(C)C)cc1NC(=O)C1CCCCN1S(=O)(=O)c1ccccc1 (stereo unspecified)	-8	/	-11	-1	/	3	i	2.4	4	4
19	Cc1ccc(C(=O)N2CCN(c3ccccc3O)CC2)cc1S(=O)(=O)N1CCCCC1	2	/	4	-1	/	-12	i	-0.8	-11	-9
20	COC(=O)c1ccc(OC(=O)c2ccncc2)cc1O	1	-2	-18	-1	-3	5	-1.0	0.9	2	-12
21	COc1ccc(-c2nc(C#N)c(N3CCCCC3)o2)cc1	0	/	6	10	5	12	-0.8	0.2	-41	50*
22	C=CCNC(=O)C(=O)NCCCN1CCOCC1	6	-12	1	3	-2	3	i	-0.7	-2	-1
23	O=C(C(Cc1ccccc1)N1C(=O)C2C3CCC(C3)C2C1=O)N1CCCCC1 (stereo unspecified)	8	32	1	5	-2	16	-4.8	-0.9	10	14
24	CCCOC1CCCN(Cc2nc(-c3ccc(C(=O)OC)cc3)no2)C1 (stereo unspecified)	1	-16	4	-2	-1	6	i	0.1	15	-27
25	COc1ccc(N(CC(=O)NCCc2ccc(OC)c(OC)c2)S(=O)(=O)c2c(C)noc2C)cc1	2	18	3	0	-5	5	-0.4	2.2	-11	-8
26	O=C(c1ccc(S(=O)(=O)N2CCCC2)cc1)N1CCN(c2ccccc2)CC1	6	18	-5	-6	-1	10	-0.2	0.6	9	-11
27	COc1ccnc(N2CCN(c3ccc(Cl)cc3)CC2)c1C#N	-2	-1	-3	-3	-3	1	-2.0	-1.6	-18	-6
28	CCOC(=O)Cc1c(C)c2c(C)nn(-c3ccccc3)c2oc1=O	-3	-12	-2	4	-2	5	i	/	6	-16
29	Cc1ccc(C(=O)N(CCCN(C)C)c2nc3ccc(Cl)cc3s2)cc1C	27	-3	2	-6	3	0	-0.2	2.4	-7	15
30	O=C(N=c1ccn(-c2nc3ccccc3nc2NS(=O)(=O)c2ccc(Cl)cc2)cc1)c1cccs1	92*	4	-14	8	5	-1	-0.6	0.0	-3	-20
31	O=C(CN1C(=O)NC2(CCCC2)C1=O)Nc1cccc(Cl)c1Cl	1	38	-2	6	-3	6	-0.2	-3.1	7	-17
32	Cc1ccc(NC(NC(=O)c2cccnc2)C(Cl)(Cl)Cl)cc1 (stereo unspecified)	10	17	2	8	3	-8	-0.4	1.5	-9	8
33	COc1ccc(C(=O)Nc2ccc3nc(N4CCN(C)CC4)cc(C)c3c2)c(OC)c1	18	1	1	-1	-15	-1	-0.4	0.4	-1	0
34	COc1cc(SC)ccc1C(=O)Nc1ccc(S(=O)(=O)N2CCCC2)cc1	-5	-9	-10	4	2	4	0.3	/	6	-1
35	Cc1nc2ccccc2c(=O)n1NC(=O)c1c(F)cccc1F	6	/	5	2	-3	-5	i	-1.2	-1	1
36	Cc1cccc(N2CCN(Cc3nc(-c4ccccc4Cl)oc3C)CC2)n1	4	8	8	3	-3	0	-2.3	/	6	17
37	COc1ccc(S(=O)(=O)NC2CC2)cc1-n1cnnn1	3	22	-1	-1	0	2	i	-1.0	0	-2
38	COc1ccc(C(CC(=O)c2ccc3c(c2)OCO3)C(=O)O)cc1OC (stereo unspecified)	3	/	/	5	/	2	-0.7	-0.3	-4	/
39	O=C(O)/C=C/c1ccc(-n2ccnc2)cc1	2	-11	3	2	1	11	-2.3	1.3	-14	1
40	CC(=O)NC(c1cccc(F)c1)c1nc(/C=C/c2ccccc2)cs1 (stereo unspecified)	/	/	/	-8	/	1	i	-4.4	26	/

Of the compounds above, 3 contain a COOH group.
cpd	smiles	MazEF act	DUSP3 inh	Rv3671c protease	PrPC surface inh	3CLpro inhibitor	Y pestis TopoI	BH1578 lux ind	TcdB inh	CCHFV vOTU inh	SSB-PriA inh
5	COc1ccccc1C(=O)N/C(=C/c1ccccc1)C(=O)Nc1ccc(C(=O)O)cc1	-2	-8	0	0	4	-4	-1.2	0.6	-4	-13
38	COc1ccc(C(CC(=O)c2ccc3c(c2)OCO3)C(=O)O)cc1OC (stereo unspecified)	3	/	/	5	/	2	-0.7	-0.3	-4	/
39	O=C(O)/C=C/c1ccc(-n2ccnc2)cc1	2	-11	3	2	1	11	-2.3	1.3	-14	1

Among those listed so far, these have an aryl thioether with sulfur outside any ring.
cpd	smiles	MazEF act	DUSP3 inh	Rv3671c protease	PrPC surface inh	3CLpro inhibitor	Y pestis TopoI	BH1578 lux ind	TcdB inh	CCHFV vOTU inh	SSB-PriA inh
9	O=c1cc(CSc2nnc(Nc3ccccc3)s2)nc2sccn12	-13	2	-11	-1	1	12	/	-0.9	12	-18
14	CSc1ccc(S(=O)(=O)Nc2ccc3c4c(cccc24)CC3)cc1	-6	36	-44	3	8	1	-0.1	/	3	-4
34	COc1cc(SC)ccc1C(=O)Nc1ccc(S(=O)(=O)N2CCCC2)cc1	-5	-9	-10	4	2	4	0.3	/	6	-1

Looked up above:
In TcdB inh, `CCCOC1CCCN(Cc2nc(-c3ccc(C(=O)OC)cc3)no2)C1` (stereo unspecified) reads 0.1
In PrPC surface inh, `COc1ccc(-c2nc(C#N)c(N3CCCCC3)o2)cc1` reads 10

(more compounds)
cpd	smiles	MazEF act	DUSP3 inh	Rv3671c protease	PrPC surface inh	3CLpro inhibitor	Y pestis TopoI	BH1578 lux ind	TcdB inh	CCHFV vOTU inh	SSB-PriA inh
41	CCc1cc(C(=O)N2CCN(S(=O)(=O)c3ccc(Cl)cc3)CC2)sc1C	1	/	5	-3	/	18	-1.5	0.7	-8	-15
42	CC(C)CN(C(=O)c1ccc(S(=O)(=O)N2CCOCC2)cc1)C1CCS(=O)(=O)C1 (stereo unspecified)	-15	/	-4	-8	/	2	-0.7	-1.2	7	-3&-24
43	O=C(COc1cccc2c1CCNC2=O)Nc1ccc(Cl)cc1	-2	/	/	8	/	10	-0.1	3.0	-2	-4
44	COc1cccc(N(CC(=O)N2CCN(c3ccccc3OC)CC2)S(C)(=O)=O)c1	1	-2	1	9	-4	5	-0.3	/	5	-6
45	CCCc1[nH]c(=O)c(C#N)c2c1COC(C)(C)C2	0	30	4	6	-1	-2	-0.3	/	-4	-14
46	CC(C)OCCCNC(=O)c1ccc(NS(C)(=O)=O)cc1	13	-8	1	-6	-1	-4	-0.3	/	-1	-3
47	Cc1cccc(OC(C)C(=O)OCC(=O)N2CCN(c3ccccc3)CC2)c1 (stereo unspecified)	4	/	-3	0	/	17	/	-0.4	-2	-9
48	Oc1ccc2ccccc2c1/C=N/Nc1nnc(-c2ncc[nH]2)c2ccccc12	65*	15	0	-3	-3	2	-0.3	/	-2	/
49	CC(C)(C)c1ccc(S(=O)(=O)N2CCN(CC(=O)N3CC(=O)Nc4ccccc43)CC2)cc1	-1	/	-7	6	/	16	i	-0.5	4	6
50	CCOc1ccc(C(C)(C)C)cc1S(=O)(=O)N1CC(C)OC(C)C1 (stereo unspecified)	1	4	0	-1	3	-1	-0.7	/	20	-15
51	O=C(COc1ccc(S(=O)(=O)NC2CCCCC2)cc1)NCC1CCCO1 (stereo unspecified)	11	7	4	-3	-4	4	6.2	0.2	5	5
52	COc1ccccc1CNC(=O)c1cccnc1	0	-5	1	5	2	5	0.4	1.6	-4	-2
53	Cc1ccc(C)c(S(=O)(=O)Nc2ccc3sc(C)nc3c2)c1	1	29	-6	10	2	5	/	/	13	-5&-7
54	CNC(=O)c1cc(Cl)c(OC)c(OC)c1	-7	-4	-10	-6	1	-5	-0.8	-0.6	-6	-12
55	CCCn1c(=O)c2c(ncn2C)n(CCC)c1=O	-4	/	-3	-5	/	-3	i	1.5	-3	5

Complete entries, looked up by structure. Values in the order: MazEF act, DUSP3 inh, Rv3671c protease, PrPC surface inh, 3CLpro inhibitor, Y pestis TopoI, BH1578 lux ind, TcdB inh, CCHFV vOTU inh, SSB-PriA inh
Shown for `CC(C)(C)c1ccc(S(=O)(=O)N2CCN(CC(=O)N3CC(=O)Nc4ccccc43)CC2)cc1` = -1, /, -7, 6, /, 16, i, -0.5, 4, 6
Shown for `CNC(=O)c1cc(Cl)c(OC)c(OC)c1` = -7, -4, -10, -6, 1, -5, -0.8, -0.6, -6, -12
